PPARg SRC2 recr: promotes SRC-2 coactivator recruitment by human PPARgamma; P37231; PPARgamma LBD-SRC-2 recruitment, biochemical; activation, % at 8 µM; actives 0.34% (n = 200,000); AID 1032; in the data active = activation above about 22%;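 note: 0% = vehicle and 100% = reference agonist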
TLR4 MyD88 comp: blocks binding of human TLR4 to MyD88; O00206+Q99836; HeLa CL3-4 TLR4/MyD88 BLA complementation, FRET ratio; inhibition, % at 8.4 µM; actives 0.18% (n = 200,000); in the data active = inhibition above about 25%;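 note: 0% = vehicle and 100% = reference inhibitor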
Target sequence (O00206 whole entry, looked up): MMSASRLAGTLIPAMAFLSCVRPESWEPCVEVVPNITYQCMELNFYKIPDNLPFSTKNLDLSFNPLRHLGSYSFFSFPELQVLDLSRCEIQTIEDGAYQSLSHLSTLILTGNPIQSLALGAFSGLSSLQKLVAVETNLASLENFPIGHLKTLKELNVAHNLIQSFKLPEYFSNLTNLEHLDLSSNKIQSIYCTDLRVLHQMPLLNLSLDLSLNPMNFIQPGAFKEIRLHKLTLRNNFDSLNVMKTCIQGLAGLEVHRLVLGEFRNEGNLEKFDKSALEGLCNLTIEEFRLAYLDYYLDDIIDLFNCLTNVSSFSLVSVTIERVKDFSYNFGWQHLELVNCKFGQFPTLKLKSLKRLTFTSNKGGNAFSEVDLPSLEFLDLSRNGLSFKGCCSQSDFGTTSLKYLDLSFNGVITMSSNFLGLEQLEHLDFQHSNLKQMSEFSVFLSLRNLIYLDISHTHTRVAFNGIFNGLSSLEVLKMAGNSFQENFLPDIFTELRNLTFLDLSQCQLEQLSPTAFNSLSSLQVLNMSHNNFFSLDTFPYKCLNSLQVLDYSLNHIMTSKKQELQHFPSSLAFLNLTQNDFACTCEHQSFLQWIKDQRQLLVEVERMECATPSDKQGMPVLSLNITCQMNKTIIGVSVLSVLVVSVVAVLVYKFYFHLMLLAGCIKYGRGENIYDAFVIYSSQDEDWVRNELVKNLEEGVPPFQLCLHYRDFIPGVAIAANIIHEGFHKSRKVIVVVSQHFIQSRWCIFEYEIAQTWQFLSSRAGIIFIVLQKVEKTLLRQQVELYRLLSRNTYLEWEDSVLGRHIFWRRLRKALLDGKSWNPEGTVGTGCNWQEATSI
Target sequence (Q99836 whole entry, looked up): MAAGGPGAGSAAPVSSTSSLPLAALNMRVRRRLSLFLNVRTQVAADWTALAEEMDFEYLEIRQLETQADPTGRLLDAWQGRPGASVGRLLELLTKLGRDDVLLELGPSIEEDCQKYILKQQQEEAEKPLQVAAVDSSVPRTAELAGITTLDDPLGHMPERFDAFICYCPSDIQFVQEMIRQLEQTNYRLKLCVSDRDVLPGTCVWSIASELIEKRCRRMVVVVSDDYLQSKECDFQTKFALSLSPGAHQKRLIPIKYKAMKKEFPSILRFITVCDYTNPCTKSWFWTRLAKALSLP
S1P3 antag: blocks the human S1P3 receptor; Q99500; inhibition, % at 4.98 µM; actives 0.27% (n = 170,000); CHO S1P3 NFAT-BLA reporter, FRET fluorescence, antagonist mode;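 active = inhibition above the plate cutoff, the mean inhibition of test wells on that plate plus 3 SD, cut at about 28% in these data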;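 note: cells challenged with S1P at its EC80 of 0.8 µM; blue over green emission ratio from cleaved BLA substrate after 4 h stimulation; 0% = S1P-stimulated wells and 100% = unstimulated DMSO-only wells; some compounds past the cut are filed as inactive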
Lmaj promast: Leishmania major promastigote growth inhibition; Leishmania major promastigotes, resazurin fluorescence viability; inhibition, % at 10 µM; actives 9% (n = 200,000); in the data active = inhibition above about 50%;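 note: promastigotes grown with compound for 44 hours at 28 °C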
bIAP act: intestinal alkaline phosphatase (bovine) activation. AID 1016. purified bovine IAP, CDP-star luminescence, 30 min; active compounds read high; fold of DMSO-control signal, blank-subtracted. actives 0.17% (n = 200,000). activation factor at 20 µM;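 active = activation factor of 2 or more at 20 µM, a signal rise over negative controls twice the positive control's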
bIAP inh: blocks bovine intestinal alkaline phosphatase activity; AID 1019; 190,000 tested, under 10 active; inhibition, % at 20 µM; purified bovine IAP, CDP-star luminescence, 30 min;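 active = over 50% inhibition of intestinal alkaline phosphatase at 20 µM in the single-dose screen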
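Incubation: 30 min reaction at room temperature / Material: purified bovine intestinal alkaline phosphatase (IAP) enzyme / Input: enzyme at 1/65,000,000 dilution / Dosing: 20 µM single dose / Signal: CDP-star luminescence signal / Reagent: CDP-star chemiluminescent phosphatase substrate, 30 µM final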
Redox H2O2 prof: compounds producing H2O2 with reducing agent – biochemical, NIH compound library profiling, artefact control for MLSCN library redox annotation, primary screen. DTT-dependent redox cycling H2O2, phenol red/HRP absorbance; 100% = 100 µM peroxide control, 0% = buffer. activation, % at 10 µM. actives 0.03% (n = 200,000);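 active = activation of at least 50% relative to the plate's high and low controls in the primary single-dose screen; inactive = activation below 50%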;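 note: compound incubated with DTT at 0.8 mM final as the reducing agent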
ROMK primary: modulators of human ROMK potassium channel | P48048 | Tet-inducible ROMK, thallium flux fluorescence; actives lie on both sides | B-score at 10 µM | actives 2% (n = 130,000) | AID 1918;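 active = signal ratio slope over the read window, or its plate-corrected B-score, at least 3 SD from the plate mean, either direction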;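 note: B-score of the F/F0 ratio slope over 7 to 12 s after thallium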
PPARg SRC-3 ag: promotes SRC-3 coactivator recruitment by human PPARgamma; P37231; biochemical PPARgamma/SRC-3 coactivator recruitment assay; activation, % at 8 µM; actives 0.26% (n = 200,000); AID 731; in the data active = activation above about 23%;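 note: 0% = DMSO and 100% = reference agonist; some compounds past the cut are filed as inactive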
PPARg SRC1 recr: promotes SRC-1 coactivator recruitment by human PPARgamma; PPARgamma-SRC-1 coactivator recruitment biochemical assay; activation, % at 8 µM; actives 0.41% (n = 200,000); P37231; in the data active = activation above about 19%;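 note: 0% = DMSO and 100% = reference agonist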
TR-FRET SRC-2 ct: flags TR-FRET format artefacts in PPARgamma SRC-2 recruitment agonist screen; TR-FRET artefact counter-screen; active compounds read high; TR-FRET ratio at 8 µM; actives 0.4% (n = 200,000); AID 1049; in the data active = TR-FRET ratio above about 2000; note: inactives centre near 1500; reference of the scale not given here
* hit, by the source's call; . = not tested or not shown.

molecule	PPARg SRC2 recr	TLR4 MyD88 comp	S1P3 antag	Lmaj promast	bIAP act	bIAP inh	Redox H2O2 prof	ROMK primary	PPARg SRC-3 ag	PPARg SRC1 recr	TR-FRET SRC-2 ct
CCCOC(=O)C1=C(C)NC2=C(C(=O)CCC2)C1c1cccs1 (stereo not drawn)	-4.8	3.1	-23.5	7.5	0.9	10.9	1.2	-0.574	-7.7	2.1	1608
Cc1cc2cc(CNC(=O)c3cccc([N+](=O)[O-])c3)ccc2n1C	-9.6	8.1	-4.3	-2.2	1	4.5	0.7	-0.525	-2.2	-1.0	1267
CC(C)(C)c1ccc(-c2nnc(SCC(=O)NC3CCS(=O)(=O)C3)n2N)cc1 (stereo not drawn)	-1.0	6.8	-3.1	-7.0	1	4.4	0.1	0.351	4.9	-1.0	1466
Cc1nc2ncnn2c(C)c1CCC(=O)NCCc1ccccc1	4.8	3.0	.	-1.7	1.1	-5.2	-2.5	.	10.3	2.9	1715
CCNc1nc(N)nc(Oc2ccc(OCC)nn2)n1	10.3	-3.1	8.7	-8.2	0.9	8.0	0.7	0.265	3.1	4.1	1697
COc1ccc(NC(=O)C2CCN(C(=O)c3ccccc3)CC2)cc1OC	3.2	-9.0	-5.3	-5.4	1	3.5	1.8	.	3.9	-1.3	1545
N#Cc1c(Nc2ccc(F)cc2)sc(C(=O)c2ccc(F)cc2)c1N	6.3	13.8	.	-2.9	0.9	5.5	-7.3	.	2.7	7.3	1738
Cc1ccc(-n2ncc3c(NCc4ccccc4)ncnc32)cc1	7.4	-8.0	13.1	-5.7	0.8	18.5	-0.1	.	0.6	-4.1	1561
Cc1ccc(CNC(=O)CCNC(=O)c2ccc(Br)o2)cc1	3.2	-6.5	.	-5.5	0.9	12.6	0.2	-0.559	4.8	-1.6	1499
NC(=O)c1cc(-c2ccccc2)nc(Oc2ccccc2)n1	6.5	-2.6	.	3.0	0.8	20.0	0.6	-3.64*	13.1	8.1	1504
O=C(CCN1C(=O)C2CCCCC2C1=O)NNC(=O)c1cccc(Cl)c1 (stereo not drawn)	4.7	4.8	0.2	-9.7	1	2.3	-0.1	0.251	-0.4	6.9	1591
Cc1cc(C(C)(C)C)oc1C(=O)N(CC(=O)NC1CCCC1)Cc1ccc(Cl)cc1	3.8	2.8	.	0.7	0.8	16.7	2.6	.	-2.4	5.0	1500
O=C(Nc1ccccc1)C1CC(=O)N(C2CCCCC2)C1 (stereo not drawn)	2.6	-10.3	13.0	-8.7	1	3.5	18.6	.	-2.0	9.0	1472
O=C(NCc1ccc2c(c1)OCO2)c1nn(-c2ccccc2)c(=O)c2ccccc12	-0.9	1.6	0.9	39.5	0.9	10.6	3.1	.	-1.4	-6.8	1452
O=C(CSc1nc(-c2ccc(F)cc2)cs1)N1CCOCC1	-2.0	-4.6	15.8	-3.2	1	-1.8	-0.5	.	10.7	-4.9	1645
O=C(Nc1ccc(N2CCN(C(=O)c3ccccc3)CC2)cc1)c1cc2ccccc2o1	5.5	-10.9	24.1	-6.8	1	3.0	2.5	.	-1.7	-3.7	1470
C/C(=C\C=C\c1ccccc1)C(=O)c1c(C)cc(C)[nH]c1=O	-0.8	-13.3	9.2	-3.0	1	-2.9	-0.9	-0.0389	1.2	5.0	1632
Cc1ccn2cc(-c3cccc([N+](=O)[O-])c3)nc2c1	7.2	11.4	3.0	20.6	1.2	-19.4	-0.9	-1.85	1.5	9.6	1732
C=CCN(c1ccc(Cl)cc1)S(=O)(=O)c1cccc(C(=O)OCC(=O)N(C)C)c1	-4.0	-13.9	6.0	-0.9	1.1	-6.8	0.4	0.31	0.7	6.5	1603
Cc1ccc(NC(=S)NNC(=O)c2nn(C)cc2Cl)cc1	0.9	-6.4	.	-1.3	1.5	-49.1	-4.9	-0.725	1.1	4.5	1555

Some of these compounds in order of SMILES length, lowest first:
molecule	PPARg SRC2 recr	TLR4 MyD88 comp	S1P3 antag	Lmaj promast	bIAP act	bIAP inh	Redox H2O2 prof	ROMK primary	PPARg SRC-3 ag	PPARg SRC1 recr	TR-FRET SRC-2 ct
Cc1ccc(-n2ncc3c(NCc4ccccc4)ncnc32)cc1	7.4	-8.0	13.1	-5.7	0.8	18.5	-0.1	.	0.6	-4.1	1561
COc1ccc(NC(=O)C2CCN(C(=O)c3ccccc3)CC2)cc1OC	3.2	-9.0	-5.3	-5.4	1	3.5	1.8	.	3.9	-1.3	1545
O=C(CCN1C(=O)C2CCCCC2C1=O)NNC(=O)c1cccc(Cl)c1 (stereo not drawn)	4.7	4.8	0.2	-9.7	1	2.3	-0.1	0.251	-0.4	6.9	1591

The results go on.
molecule	PPARg SRC2 recr	TLR4 MyD88 comp	S1P3 antag	Lmaj promast	bIAP act	bIAP inh	Redox H2O2 prof	ROMK primary	PPARg SRC-3 ag	PPARg SRC1 recr	TR-FRET SRC-2 ct
Cc1cc(C)nc(NS(=O)(=O)c2ccc(NC(=O)Cc3ccccc3)cc2)n1	-3.2	-1.2	-12.8	-3.3	1	4.7	0.2	1.64	-3.6	0.8	1540
Cc1ccc(F)cc1NC(=O)C1CC(=O)N(CCc2ccccc2)C1 (stereo not drawn)	12.1	3.5	1.2	-8.6	1	-4.4	-2.4	-1.57	5.6	7.4	1668
CCOc1cc2c(cc1OCC)C(c1ccc(OC)c(OC)c1)N(c1ccc(C(=O)O)cc1)C(=O)C2 (stereo not drawn)	1.7	-4.5	-19.6	-2.6	1.1	-8.5	-0.1	1.74	3.0	3.1	1690
CCn1c(SCC(=O)NCc2ccccc2)nnc1-c1cccnc1	5.3	-7.0	1.5	-7.1	1	-2.3	-0.2	0.0813	2.4	-2.5	1584
CN(CC(=O)Nc1ccc(Cl)c(C(F)(F)F)c1)Cc1cc(=O)n2ccsc2n1	5.1	5.0	-21.5	-3.9	1.1	-10.7	-0.5	-0.409	3.4	-2.0	1657
COc1ccc(Nc2nc(S(=O)(=O)c3ccc(C)cc3)c(Cl)s2)cc1	3.4	-6.1	-2.1	46.2	1	1.4	0.7	.	22.9*	6.3	1709
CCCCNC(=O)c1ccc(-n2c(=S)[nH]c3ccccc3c2=O)cc1	-4.8	-3.0	-18.7	2.1	1	-3.5	-0.3	0.371	4.7	-1.7	1408
CSCCC(NC(=O)c1ccc([N+](=O)[O-])cc1Cl)C(=O)OCC(=O)NCC(F)(F)F (stereo not drawn)	2.0	-1.1	-1.1	-6.7	1	-0.6	0.0	.	4.0	2.0	1503
CSCCC(NC(=O)c1ccc([N+](=O)[O-])cc1Cl)C(=O)OCC(=O)NCCCc1ccccc1 (stereo not drawn)	10.1	4.7	1.5	-4.2	1	3.2	-0.1	-0.446	0.8	-8.0	1652
COc1ccc(OC)c(NC(=O)[C@H]2CC=CC[C@H]2C(=O)O)c1	0.1	-4.9	-26.3	-5.6	0.9	8.0	-0.1	0.497	5.5	-0.5	1748
N#CC(C#N)C(c1ccsc1)c1c(-c2ccccc2)[nH][nH]c1=O (stereo not drawn)	10.0	-2.2	.	1.3	1	1.3	0.7	2.77	-4.8	-0.7	1426
c1ccc2c(c1)CCCN2Cc1nnnn1C1CCCC1	-2.0	-4.3	-22.5	4.9	0.8	18.7	0.4	-0.866	6.9	8.0	1680
COc1cc(C(=O)NCC(C)C)cc(OC)c1OC	8.0	-7.2	.	-2.9	0.9	5.1	0.0	0.592	8.6	3.3	1658
O=C(CO/N=C/c1ccccc1OC(F)F)N1CCc2ccccc21	9.1	4.8	-7.1	-5.7	0.9	8.8	2.3	.	5.4	9.7	1680
Cc1nn(Cc2ccccc2)c(Cl)c1C(=O)NCCc1ccc(Cl)cc1	-5.9	1.0	4.5	43.9	0.9	7.9	-0.3	.	4.6	6.5	1604
O=C(CN1C(=O)c2ccccc2S1(=O)=O)N1CCN(Cc2ccc3c(c2)OCO3)CC1	-1.1	0.7	-23.9	10.5	1.1	-8.9	-0.4	1.13	0.4	1.5	1474
COc1cccc(Nc2n[nH]c(=S)s2)c1	-2.4	5.6	-9.8	-8.3	0.8	20.8	0.7	.	0.1	-4.2	1628
Cc1noc(C)c1COc1ccc(CC(=O)NCc2ccccc2)cc1	0.8	-15.2	6.9	7.3	1.1	-6.3	-1.3	3.12*	1.1	-3.0	1337
CC1CCN(c2cc(N(C)CCO)c([N+](=O)[O-])c3nonc23)CC1	-2.3	-4.1	1.1	-9.5	0.8	18.0	-0.2	0.0137	0.7	0.0	1561
CCOC(=O)C(NCCc1ccccc1F)(NC(C)=O)C(F)(F)F (stereo not drawn)	9.8	-10.8	-0.6	-7.7	0.6	43.4	1.7	0.0243	0.1	-0.1	1618
CCn1c(SCC(=O)NC(C)(C)C)nc(O)cc1=O	4.1	-1.8	-12.3	-5.5	1	4.4	3.5	.	5.1	1.8	1680
CCCCC(CC)CNC(=O)CN(C)S(=O)(=O)c1cccc2nsnc12 (stereo not drawn)	-12.2	-5.6	12.2	1.7	0.9	6.4	0.0	0.287	-9.5	1.2	1573
C=CCOc1ccc(C2OC34CCCCC3C(C#N)(C#N)C2(C#N)C(=N)O4)cc1 (stereo not drawn)	5.8	0.7	.	4.0	0.9	13.6	0.4	0.0718	4.7	1.3	1506
CCOc1ccc(C2NC(=O)C(C#N)=C(S)N2c2cccc(C)c2)cc1OC (stereo not drawn)	-0.3	-1.1	-19.7	-5.7	0.9	8.6	0.4	0.521	3.4	1.6	1566
COc1ccc(N2CCN(C(CNC(=O)c3cccc(Cl)c3)c3cccnc3)CC2)cc1 (stereo not drawn)	-7.8	10.2	1.8	96.2*	1	3.1	-0.1	-1.3	-6.2	10.3	1729
COc1ccccc1C(=O)N1CCCN(C(=O)c2ccccc2OC)CC1	3.3	5.6	1.0	0.7	0.9	14.1	0.2	.	-5.7	-0.3	1592
NC(=O)c1ccccc1NC(=O)CCCN1C(=O)CCC1=O	-1.0	-3.5	-16.7	-3.5	0.9	10.0	-0.3	.	-7.3	-4.5	1496
CCOc1ccc(NC(=O)CSc2nnc(-c3ccccc3)n2N)cc1	-11.7	9.8	.	-2.2	0.9	11.1	8.8	0.576	1.7	0.9	1435
COc1ccc(/C=N/N=C/c2ccc(OC)c(O)c2)cc1O	2.6	4.4	.	-3.5	1	0.4	1.6	.	6.2	8.6	1429
Cc1cc(Nc2ccccc2)n(-c2ccccc2)n1	0.0	-1.2	35.2	7.1	1	4.9	0.3	-1.58	-19.3	-1.5	1409
CCCOC(=O)c1ccc(NC(=O)c2cc(Cl)ccc2OC)cc1	-0.7	-12.4	-4.1	-8.2	0.7	31.4	0.3	.	-1.4	5.0	1576
CCN(CC)C(=O)Cn1c(=O)n(Cc2ccccc2Cl)c2c1c(=O)n(C)c(=O)n2C	12.2	-4.9	11.2	2.9	.	.	-0.7	0.0724	-4.5	-3.3	1738
CCOC(=O)Cc1nc2ccccc2o1	-0.3	4.1	-20.5	4.1	1	-0.1	0.0	-0.929	2.2	-3.9	1398
COc1cccc(OC)c1C(=O)Nc1cc(Cl)ccc1N1CCOCC1	2.3	22.9	8.5	6.4	1	-4.6	0.2	.	0.2	2.9	1656
O=C1S/C(=C\c2ccc(N3CCOCC3)o2)C(=O)N1Cc1ccc(F)cc1	-0.4	9.5	.	-4.1	1	2.5	2.3	.	-2.0	1.5	1321
O=C(O)COc1c(-c2ccc(Cl)cc2)oc2ccccc2c1=O	13.2	-8.7	-11.5	-1.9	1.1	-6.3	0.5	-0.412	5.2	10.4	1728
